High-throughput results: PubChem, several laboratories
CTSL1 counter: cathepsin L1 inhibition, PFM18AAP counter-screen | 300,000 compounds, 0.49% hits | recombinant F. hepatica cathepsin L1, Z-Leu-Arg-MCA fluorescence | inhibition, % at 5.96 µM | AID 1906;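 active = inhibition above the mean of all tested compounds plus 3 SD, set per screening campaign, cut at about 17% in these data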;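 also: 0% = plate median of test compound wells and 100% = 1 µM Z-Phe-Ala-diazomethylketone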
JMJD2C inh: human JMJD2C demethylase inhibition; Q9H3R0; GST-JMJD2C(1-420) H3K9me3 demethylation, DELFIA europium; inhibition, % at 2.35 µM; 330,000 compounds, 0.069% hits; AID 2099;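 active = more than half of a compound's replicate wells show inhibition beyond 50%, single wells judged on their own value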;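 also: signal counts dimethyl H3K9 product captured on neutravidin plate; 0% = median of DMSO wells and 100% = 0.3 times that DMSO median; strong numbers were not always called active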
Target sequence (Q9H3R0 1-420 limits assumed): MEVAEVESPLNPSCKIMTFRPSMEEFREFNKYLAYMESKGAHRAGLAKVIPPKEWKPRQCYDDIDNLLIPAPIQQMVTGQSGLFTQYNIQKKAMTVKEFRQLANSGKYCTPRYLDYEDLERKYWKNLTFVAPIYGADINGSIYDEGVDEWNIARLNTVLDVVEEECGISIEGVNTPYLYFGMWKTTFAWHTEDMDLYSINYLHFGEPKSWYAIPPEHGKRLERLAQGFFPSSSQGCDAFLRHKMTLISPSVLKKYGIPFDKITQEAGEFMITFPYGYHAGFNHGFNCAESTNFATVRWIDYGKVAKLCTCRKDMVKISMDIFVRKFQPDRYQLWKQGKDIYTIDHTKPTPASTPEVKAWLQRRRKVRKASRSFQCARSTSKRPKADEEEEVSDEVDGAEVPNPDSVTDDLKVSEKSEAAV
VLA-4 inh: inhibition in a human VLA-4 binding assay; P13612; inhibition, % (about 7 µM as worked out from the volumes in the protocol); VLA-4 expressing cells, ligand binding flow cytometry; AID 2557; 330,000 compounds, 0.2% hits; in the data active = inhibition above about 50%
GRK2 aptamer HTS: human GRK2 inhibition via aptamer displacement. P25098. bead flow cytometry, FAM-aptamer displacement from GRK2. inhibition of aptamer binding, % at 10 µM. 330,000 compounds, 0.59% hits;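 active = inhibition of aptamer binding above 40%, roughly 3 SD of noise, on plates passing a quality check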;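 also: median bead fluorescence of bound FAM aptamer so fluorescent compounds give negative values; no value below 0 was filed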
proCasp7 act: counter-screen: procaspase-7 (human) activation | P55210 | recombinant procaspase-7, Ac-DEVD-pNA absorbance 405 nm; D23A/D198A/D206A triple mutant, cannot self-cleave; scale: DMSO 0, 5 µM enzyme 100 | activation, % at 8.5 µM | 330,000 compounds, 0.093% hits;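 active = percent activation above the screen-wide mean plus 3 SD, cut at about 25% in these data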
Target sequence (P55210 whole entry D23A/D198A/D206A): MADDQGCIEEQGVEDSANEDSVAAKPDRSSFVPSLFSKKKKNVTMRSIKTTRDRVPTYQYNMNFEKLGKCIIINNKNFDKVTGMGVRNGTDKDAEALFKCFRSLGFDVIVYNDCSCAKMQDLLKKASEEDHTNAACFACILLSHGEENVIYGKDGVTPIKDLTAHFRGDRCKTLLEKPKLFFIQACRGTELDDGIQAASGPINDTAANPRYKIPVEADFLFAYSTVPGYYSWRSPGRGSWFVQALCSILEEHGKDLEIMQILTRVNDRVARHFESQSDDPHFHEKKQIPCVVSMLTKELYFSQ
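Assay system – Uncleavable procaspase-7 mutant enzyme · Quantity – 2 µM procaspase-7 mutant as dispensed · Times – 1 h preincubation, 2 h reaction · Dosing – single nominal 8.5 µM compound dose, 0.8% DMSO final · Buffer or medium – Zinc-free 50 mM HEPES buffer, pH 7.4, with NaCl and Triton X-100 · Detection – Epi-absorbance of released pNA at 405 nm, two timepoints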
core dimer inh: blocks dimerization of HCV core protein; inhibition, % at 5 µM; TR-FRET GST/Flag-core106 dimerization, 1536-well; 300,000 compounds, 0.33% hits;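 active = inhibition above the mean of all tested compounds plus 3 SD, set per screening campaign, cut at about 45% in these data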
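System – GST-tagged and Flag-tagged HCV core protein residues 1-106 · Repeats – one well for each compound · Technique – TR-FRET 671 and 617 nm emission · Doses – one concentration, 5 µM, in 0.5% DMSO · Times – 4 h, 22.5 °C incubation · Also added – Eu donor and XL665 acceptor anti-tag antibodies · Measure – percent inhibition of core106 dimerization signal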
PP1 counter: counter-screen for PP5 inhibitors: inhibitors of human PP1-alpha; P62136; 320,000 compounds, 0.9% hits; inhibition, % at 6.7 µM; purified PP1alpha, OMFP fluorescence;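 active = inhibition above the mean inhibition of all tested compounds plus 3 SD, computed separately for each screening campaign, cut at about 15% in these data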
PP5 primary: inhibitors of human protein phosphatase 5 (PP5); 320,000 compounds, 0.18% hits; inhibition, % at 6.7 µM; P53041; purified PP5c, OMFP substrate fluorescence; AID 1987;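 active = inhibition above the campaign's mean inhibition across all tested compounds plus 3 SD, cut at about 9.5% in these data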;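 also: 0% = DMSO only and 100% = 100 µM cantharidin control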
procasp3 activ: procaspase-3 (human) activation. P42574. recombinant procaspase-3 D3A, Ac-DEVD-pNA absorbance 405 nm. activation, % at 8.5 µM. 330,000 compounds, 0.11% hits;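 active = activation above the mean of all tested compounds plus 3 SD, cut at about 21% in these data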;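 also: 0% = DMSO alone and 100% = DMSO wells spiked with extra 5 µM PC-3 D3A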
Target sequence (P42574 whole entry D9A/D28A/D175A): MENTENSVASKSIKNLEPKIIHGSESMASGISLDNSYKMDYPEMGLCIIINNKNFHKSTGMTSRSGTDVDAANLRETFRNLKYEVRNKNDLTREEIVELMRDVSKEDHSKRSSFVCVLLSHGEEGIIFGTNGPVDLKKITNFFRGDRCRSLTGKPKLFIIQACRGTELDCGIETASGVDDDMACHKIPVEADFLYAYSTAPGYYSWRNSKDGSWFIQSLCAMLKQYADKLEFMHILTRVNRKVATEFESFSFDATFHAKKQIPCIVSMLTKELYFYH
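material = Procaspase-3 D3A mutant | probe or stimulus = Ac-DEVD-pNA | compound = single dose, 8.5 µM nominal compound, 0.8% DMSO | timing = 1 h preincubation, 2 h reaction | measured by = 405 nm absorbance of p-nitroaniline, reads at 0 and 120 min | benchmarks = DMSO-only low control, 5 µM PC-3 D3A high control | repeats = singlicate, each compound tested once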
An asterisk follows results filed as active; · = not tested or not shown.

The opening five records as a preview:
SMILES	CTSL1 counter	JMJD2C inh	VLA-4 inh	GRK2 aptamer HTS	proCasp7 act	core dimer inh	PP1 counter	PP5 primary	procasp3 activ
COc1ccccc1-n1c(CNC(=O)COc2ccccc2)n[nH]c1=S	5	-1	13	0	-8	-3	-6	4.1	-7
O=C(COc1ccc(Cl)c(Cl)c1)NC1CCS(=O)(=O)C1 (stereo not given)	·	1	13	0	10	·	-2	0.5	4
CC(=O)Nc1ccc(C(=O)OCC(=O)NCc2ccccc2)cc1	1	-4	-2	2	-9	-4	-3	-0.5	3
CCOC(=O)CC1CCCCN1C(=O)CCCn1nnnc1CN1CCOCC1 (stereo not given)	-2	40	-7	2	-2	-5	-1	3.4	-1
O=C(CNC(=O)c1sc2ccccc2c1Cl)NCc1cccnc1	3	1	3	1	3	-19	-2	1.6	4

This part in full (from the top)
SMILES	CTSL1 counter	JMJD2C inh	VLA-4 inh	GRK2 aptamer HTS	proCasp7 act	core dimer inh	PP1 counter	PP5 primary	procasp3 activ
COc1ccccc1-n1c(CNC(=O)COc2ccccc2)n[nH]c1=S	5	-1	13	0	-8	-3	-6	4.1	-7
O=C(COc1ccc(Cl)c(Cl)c1)NC1CCS(=O)(=O)C1 (stereo not given)	·	1	13	0	10	·	-2	0.5	4
CC(=O)Nc1ccc(C(=O)OCC(=O)NCc2ccccc2)cc1	1	-4	-2	2	-9	-4	-3	-0.5	3
CCOC(=O)CC1CCCCN1C(=O)CCCn1nnnc1CN1CCOCC1 (stereo not given)	-2	40	-7	2	-2	-5	-1	3.4	-1
O=C(CNC(=O)c1sc2ccccc2c1Cl)NCc1cccnc1	3	1	3	1	3	-19	-2	1.6	4
CC(=O)CC(=O)Nc1ncc(C(F)(F)F)cc1Cl	3	10	3	0	3	-4	-3	-0.6	3
N#CC1=C(N)NC(SCC(=O)c2ccccc2)=C(C#N)C12CCCC2	0	19	-17	1	-11	25	2	2.0	0
CCOC(=O)c1c(-c2ccc(OC)cc2)csc1NC(=O)CSc1ncnc2sccc12	2	2	-4	1	-13	-2	10	2.3	-1
CCCOc1ccc(C(=O)Nc2ccc(C)cc2[N+](=O)[O-])cc1	3	-4	9	1	6	-13	-1	1.0	7
CCOC(=O)CSc1nnnn1-c1cc(OC)ccc1OC	5	-3	-15	2	3	0	-2	1.1	1
Cn1c(=O)[nH]c(Nc2ccc(F)cc2)c([N+](=O)[O-])c1=O	-1	8	-5	4	-6	-6	0	0.6	5
Cc1cc(Br)c2[nH]cc(CCNC(=O)c3ccco3)c2c1	-2	8	4	0	4	1	2	0.8	1
O=C(C1COc2ccccc2O1)N1CCN(Cc2ccc(Br)cc2F)CC1 (stereo not given)	1	6	-2	3	-2	-5	1	2.4	6
CN(CC(=O)Nc1c(Cl)cccc1Cl)C(=O)CNC(=O)C1CCCCC1	7	-7	-9	0	-7	-14	-6	-2.2	5
O=Cc1c(NCCc2cccc(F)c2)c2ccccc2[nH]c1=O	-3	-1	9	2	-3	7	2	1.7	4
CCNc1nc(NCC)n2c(SCC(=O)NCC3CCCCC3)nnc2n1	-4	-1	-1	2	-4	-3	-3	1.6	3
COC(=O)c1ccc(CNC(=O)COC(=O)c2cc(Cl)nc(Cl)c2)cc1	-2	0	-17	4	10	-4	-3	-0.3	-5
COc1ccc(NC(=O)C2C3C=CC(C3)C2C(=O)NCc2ccco2)cc1 (stereo not given)	-1	-5	-1	2	9	-3	-3	-1.1	-5
CC(C)(C)c1ccc(CCC(CC(=O)O)CC(=O)O)cc1	4	-24	-13	0	-2	-5	2	-1.9	1
O=C1CN(C(=O)CSc2ccccn2)c2ccccc2N1	·	0	6	0	-5	·	·	·	9
CC(Sc1ccsc1[N+](=O)[O-])C(=O)NCc1ccccc1 (stereo not given)	4	3	10	1	4	8	0	1.5	0
C/C(=N\NC(=O)Cn1nc(C)c(Br)c1C)c1cccs1	-4	-2	12	1	-5	-9	-4	3.7	0
Cc1cccc(NC(=O)CSc2nc3[nH]ncc3c(=O)[nH]2)c1	0	0	4	1	-1	-5	-3	1.2	-4
COc1cccc(CNS(=O)(=O)c2c(C)nc3scc(C)n3c2=O)c1	0	1	-1	0	4	-3	-4	1.1	6
Cc1cccc(Nc2nc3c(c(=O)n(C)c(=O)n3C)n2CC(O)CO)c1 (stereo not given)	0	13	-19	1	1	-5	-4	-0.3	-4
Cc1cc(NC(=O)COc2ccc(Cl)cc2Cl)n(CCC#N)n1	1	2	7	0	2	0	-2	0.4	4
NC(=O)C1CCN(C(=O)/C=C/c2cccc(Br)c2)CC1	1	11	9	0	-2	1	0	-0.9	9
O=C(CCCn1c(=S)[nH]c2cc3c(cc2c1=O)OCO3)N1CCN(c2ccccc2)CC1	5	8	0	1	-2	2	-2	1.4	7
Cc1ccc(C)c(N(CC(=O)NC(C)C)C(=O)CCC(=O)Nc2ccccn2)c1	1	2	6	0	-7	6	-2	-1.9	3
CC(=O)Nc1ccn(Cc2c(F)cccc2Cl)n1	-2	-1	10	0	-3	-4	-1	3.2	7
CC(C)c1ccc(C2(C)NC(=O)N(CC(=O)NC3CCCC(C)C3C)C2=O)cc1 (stereo not given)	·	6	52*	3	-2	·	-2	3.1	11
Cc1cccc(Nc2nc(N3CCCC3)nc(N3CCCC3)n2)c1	-3	3	1	0	2	0	-3	4.5	-5
CCCn1nc(C(=O)Nc2cc(C(=O)OC)ccc2C)c2ccccc2c1=O	1	-4	-3	0	2	0	-1	1.9	12
O=C(c1ccc(Br)o1)N(Cc1ccccc1)c1ccccn1	-3	2	30	2	-1	-4	-5	1.9	-2
Cc1ccc(NC(=O)CCC(=O)OC(C(=O)c2ccc(C)c(C)c2)c2ccccc2)c(C)c1 (stereo not given)	-24	6	-29	0	10	4	1	-1.8	-11
Cc1ccccc1NC(=O)NC1CCCc2ccccc21 (stereo not given)	2	-4	-8	1	10	-3	-2	1.4	-3
Cc1ccccc1NC(=O)c1cccc(N2C(=O)C3CCCCC3C2=O)c1 (stereo not given)	-4	1	-9	0	-9	-8	4	1.7	6
CCc1ccc(-c2cc(C)no2)cc1S(=O)(=O)Nc1ccc(C)cn1	3	5	7	0	10	-1	-4	-0.3	-2
COc1ccc(C(=O)Nn2c(C)nc3ccccc3c2=O)cc1[N+](=O)[O-]	0	-30	6	0	-5	-1	6	-0.3	1
CC(NC(=O)c1ccc(Cl)cc1)C(=O)NC1=NCCS1 (stereo not given)	1	9	-2	0	11	2	-4	4.0	0
COc1ccccc1/C=C/C=N/n1c(-c2ccc(C)cc2)n[nH]c1=S	2	-4	-6	3	11	34	2	0.0	2
CS(=O)(=O)c1ccc(N2CCN(c3ccccn3)CC2)c([N+](=O)[O-])c1	0	2	-13	0	-2	9	0	1.0	10
CCOCCCNC(=O)C(NC(=O)c1ccccn1)c1ccc(C)cc1 (stereo not given)	-1	3	22	3	6	-2	-11	3.7	8
Cc1ccc2c(c1)N(CC(=O)NCc1cccs1)C(=O)C(C)O2 (stereo not given)	1	2	-1	1	4	2	1	1.1	3
CCOC(=O)c1c(NC(=O)COC(=O)c2cnccn2)sc(C(=O)NC)c1C	-8	3	9	0	-3	-2	-6	1.4	6
N/C(=N\c1nc2c(c(=O)[nH]1)CCCC2)Nc1ccccc1	-2	-6	9	3	1	0	1	1.9	8
COc1ccc(CCN(C)C(=O)C23CC4CC(CC(Cl)(C4)C2)C3)cc1OC	-3	-16	22	0	0	-4	-3	1.9	-1
C=CCC[C@H](Cc1ccc(F)cc1)C(=O)OC[C@H](Cc1c[nH]c2ccccc12)NC(=O)[C@H](CC=C)CC(=O)N(CCO)Cc1ccccc1	·	-1	4	3	7	·	·	·	5
COCc1cc(C)nc(OCC(=O)N/N=C/c2ccccc2)c1C#N	0	2	0	3	11	4	0	2.4	8
Cc1snc(SCC(=O)N/N=C(\N)COc2cccc(C(F)(F)F)c2)c1C#N	0	5	1	0	-8	1	5	2.8	-3
Following part
SMILES	CTSL1 counter	JMJD2C inh	VLA-4 inh	GRK2 aptamer HTS	proCasp7 act	core dimer inh	PP1 counter	PP5 primary	procasp3 activ
CCN(CC)CCN(C)Cc1ccc(Br)cc1	1	5	7	3	1	0	-2	-1.7	-2
Cc1ccc(Nc2nc(/N=C/NO)n[nH]2)cc1C	-3	-4	0	1	12	-5	2	11*	5
C#Cc1cccc(-n2nnc(C(C)=O)c2C)c1	3	-4	-3	0	6	3	1	0.8	-3
C/C(=N/OCO/N=C(\C)c1ccccc1)c1ccccc1	1	-15	14	0	-5	-1	-2	0.5	9
COc1ccc(C(=O)CSc2[nH]c(=O)cc(C(F)(F)F)c2C#N)cc1	2	6	-2	1	5	2	-1	0.5	3
COc1ccc(OCC(=O)Nc2ncc3c(n2)CC(C)(C)CC3=O)cc1	0	14	7	2	13	-3	-1	0.2	-4
O=C(Nc1ccc(CN2CCCCC2)cc1)c1cc(Br)ccc1Cl	-2	3	-4	0	-2	-5	-3	2.8	-1
Oc1ccccc1CN1CCCC(N2CCc3ccccc3C2)C1 (stereo not given)	-7	-27	7	0	5	6	6	0.8	6
CC(C)C(NC(=O)C12CC3CC(CC(C3)C1)C2)C(=O)O (stereo not given)	0	4	-12	8	2	-5	0	1.4	13
COC(=O)c1ccccc1NC(=S)N(Cc1ccc2c(c1)OCO2)Cc1cc2ccc(OC)cc2[nH]c1=O	-1	6	2	1	-6	5	4	3.3	7
O=C(COc1ccc(Cl)cc1)Nc1ccccc1Cl	-5	-5	-4	0	-11	5	-1	1.0	-6
O=C(Cn1[nH]c(=O)c2ccccc2c1=O)N1CC=C(c2ccccc2)CC1	-8	12	8	0	6	7	-5	1.4	2
O=C(O)C1CCN(C(=O)COc2ccc3c4c(c(=O)oc3c2)CCC4)CC1	1	5	-36	2	6	-1	-3	4.4	-1
COc1ccc(/C=C(/NC(=O)c2ccco2)C(=O)Nc2ccc(C(=O)O)cc2)cc1	-2	7	-4	6	-2	-5	-4	3.5	2
N#Cc1ccccc1CSc1nnc(-c2ccncc2)o1	-13	12	9	0	0	0	-2	1.7	-9
O=C(CSc1nnnn1Cc1ccccc1)Nc1cccc(F)c1	0	27	-2	0	5	-2	1	1.5	0
Brc1ccccc1Cn1cnc2ccccc21	3	-1	-6	7	10	-13	-4	3.5	2
CNc1ccccc1C(=O)OC(C)C(=O)Nc1ccc(S(=O)(=O)N2CCCC2)cc1 (stereo not given)	0	4	-2	0	10	10	-2	5.6	8
Cc1cc(C(=O)CSc2nnc3ccccn23)c(C)n1-c1ccccc1	-3	-1	15	0	-17	2	0	2.8	-3
COC(=O)c1c(C)nc(C)c(C(=O)OC)c1-c1ccc(OC)c(OC)c1	-4	-6	3	54*	1	-6	-2	-0.1	-3
COCCNC(=O)C(c1ccc(F)cc1)N(CCOC)C(=O)CCC(=O)Nc1nccs1 (stereo not given)	2	16	20	0	-3	-6	-2	3.1	0
